proCasp7 act: counter-screen for procaspase-3 activators: activators of human procaspase-7; activation, % at 8.5 µM; recombinant procaspase-7, Ac-DEVD-pNA absorbance 405 nm; D23A/D198A/D206A triple mutant, cannot self-cleave; scale: DMSO 0, 5 µM enzyme 100; actives 0.093% (n = 330,000);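 active means percent activation above the screen-wide mean plus 3 SD, cut at about 25% in these data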
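Test system: Procaspase-7 triple mutant (PC-7 D3A). Also added: Ac-DEVD-pNA substrate, 400 µM as added. Schedule: 1 h enzyme–compound preincubation and 2 h substrate reaction, both 25 °C. Signal: p-Nitroaniline absorbance at 405 nm, read at 0 and 120 min. Control set: low DMSO alone, high DMSO plus 5 µM PC-7.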
EBNA-1 inh: blocks EBNA-1 binding to DNA; EBNA-1 DNA binding, fluorescence polarization; actives 0.34% (n = 300,000); AID 1950; inhibition, % at 14.8 µM; in the data active means inhibition above about 28%
LAP4-GFP MLPCN: yeast TOR pathway LAP4-GFP modulation | S. cerevisiae LAP4-GFP multiplex, flow cytometry GFP, 3 h; median GFP as percent of DMSO wells | actives 0.34% (n = 320,000) | GFP response vs DMSO, % at 10 µM;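 active means GFP response vs DMSO above a set limit, about the screen mean plus 3 SD, cut at about 150% in these data; inconclusive means under 70 cell events counted for the yeast strain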
RPL19A TOR yeast: yeast TOR pathway RPL19A-GFP modulation | S. cerevisiae RPL19A-GFP strain, flow cytometry, 3 h; stronger effect = lower value | actives 0.3% (n = 330,000) | percent response vs DMSO, % at 10 µM;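 active means percent response vs DMSO below 50%; inconclusive means fewer than 70 events counted for the yeast strain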;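 further: median channel GFP fluorescence of the barcoded RPL19A-GFP strain; ratio of sample median GFP to plate DMSO average so 100% = DMSO; lower means less RPL19A-GFP as with rapamycin TOR inhibition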
proCasp3 act: procaspase-3 (human) activation. actives 0.11% (n = 330,000). recombinant procaspase-3 D3A, Ac-DEVD-pNA absorbance 405 nm. activation, % at 8.5 µM. AID 463141;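 active means activation above the mean of all tested compounds plus 3 SD, cut at about 21% in these data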;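 further: 0% = DMSO alone and 100% = DMSO wells spiked with extra 5 µM PC-3 D3A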
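Assay system – Procaspase-3 D3A mutant · Benchmarks – DMSO low control, extra-enzyme high control · Technique – 405 nm absorbance of p-nitroaniline, reads at 0 and 120 min · Doses – 8.5 µM nominal · Measure – % activation between DMSO and enzyme-spiked controls · Also added – Ac-DEVD-pNA chromogenic peptide substrate · Schedule – 1 h compound preincubation, 2 h substrate hydrolysis at 25 °C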
ZTA DNA inh: blocks Epstein-Barr virus ZTA, an EBNA-1 counter-screen. inhibition, % at 11 µM. P03206. ZTA-DNA binding, fluorescence polarization. actives 0.15% (n = 320,000); in the data active means inhibition above about 33%
AHR activator: activates the human aryl hydrocarbon receptor; P35869; AHR-responsive luciferase reporter cells, luminescence; activation, % at 5 µM; actives 2.5% (n = 320,000); AID 2796; in the data active means activation above about 47%;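 further: 0% = vehicle wells and 100% = reference agonist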
MEP2-GFP yeast: yeast TOR pathway MEP2-GFP modulation; S. cerevisiae MEP2-GFP strain, flow cytometry GFP, 3 h; 100% = DMSO control level; GFP response vs DMSO, % at 10 µM; actives 0.51% (n = 330,000); AID 2016;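 active means GFP response versus DMSO above a set limit, roughly screen mean plus 3 SD, cut at about 180% in these data; inconclusive means fewer than 70 cells counted for a yeast strain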;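 further: median GFP fluorescence of the barcode-gated MEP2-GFP cells per well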
* marks the source's active call; other numbers are inactive results; ? = inconclusive; . = no result given; [ ] = remark or other dose. Not a hit list. About 3.8% of those tested had a hit in this group.

SMILES	proCasp7 act	EBNA-1 inh	LAP4-GFP MLPCN	RPL19A TOR yeast	proCasp3 act	ZTA DNA inh	AHR activator	MEP2-GFP yeast
O=C(CSc1nnnn1C1CCCCC1)N1CCc2ccccc21	-5	0	88	91	8	-18	7	95
O=C(CO/N=C/c1c(Cl)cccc1Cl)NNC(=O)c1cccc(Cl)c1	3	-4	110	102	3	10	6	96
CC1CCN(c2nc3ccccn3c(=O)c2C=O)CC1	7	4	93	101	-6	0	4	92
Cc1c(C(=O)CN2CCCC(C)(C)C2)c2ccccc2n1C	7	3	97	103	-11	1	7	105
COC(=O)C1=C(Cn2cnc3ccccc32)NC(=O)NC1c1cc(C)ccc1C (stereo unspecified)	3	3	96	102	6	-5	-6	100
CN(C)C(CNC(=O)CNC(=O)c1ccc2ccccc2c1)c1ccccc1 (stereo unspecified)	0	-10	97	106	9	-4	-1	101
CC(C)n1c(S(=O)(=O)O)nc2ccccc21	11	3	97	99	0	6	1	96
CCN(CC)C(=O)CC(c1ccc2c(c1)OCO2)c1c(OC)cc(OC)c2ccc(=O)oc12 (stereo unspecified)	6	4	96	91	5	15	8	96
O=C1c2cccnc2C(=O)N1CO	1	-4	106	105	-5	10	4	120
Cc1ccc(-c2ccc(CCC(=O)O)n2CC2CCCO2)cc1 (stereo unspecified)	-2	-1	109	96	0	1	6	95
CCOC(=O)c1ccc2[nH]c(C)cc(=O)c2c1	5	6	86	88	-1	9	1	89
COc1ccc2oc(C(=O)NCCc3ccccc3)c(C)c2c1	4	0	107	94	8	-5	1	95
O=c1c2ccccc2c(C=NCCc2ccccc2)c(O)n1Cc1ccccc1	5	-1	102	113	2	-1	-3	99
O=C(N[C@@H](Cc1ccccc1)C(=O)NCCc1c[nH]c2ccccc12)c1ccco1	-7	-5	113	106	-1	-9	9	104
COC(=O)[C@@]12CCCN1[C@H](c1ccc(-c3ccc(C(C)=O)cc3)c(OC)c1)[C@H]1C(=O)N(C)C(=O)[C@H]12	-3	-5	97	105	2	-19	1	103
CCC(=O)Oc1ccc(-c2nc(-c3cccnc3)no2)cc1	1	7	114	110	12	20	-2	107
O=C(COc1ccccc1O)N1CCN(C(=O)c2ccco2)CC1	-9	18	93	77	-5	17	0	94
COC(=O)c1c(NC(=O)C2CC(=O)NN2Cc2ccccc2)sc(C)c1C (stereo unspecified)	10	5	84	92	3	20	9	85
CC(=O)c1ccccc1NC(=O)c1ccc2c(c1)NC(=O)C(C)S2 (stereo unspecified)	11	-1	105	99	-12	-12	122*	98
CC(NC(=O)C1CC1)C(c1cccs1)N1CCOCC1 (stereo unspecified)	10	-5	115	101	6	7	0	100
COc1ccc(N2CCN(C(=O)CNC(=O)c3ccc(Br)o3)CC2)cc1	-9	13	102	108	9	4	4	109
CCCCn1c(N)c(N(CCOC)C(=O)COC(=O)COc2cc(C)c(Cl)cc2C(C)C)c(=O)[nH]c1=O	3	10	120	102	3	2	0	102
COC(=O)c1ccc(/C=N/n2c(C)nc3ccccc3c2=O)cc1	4	9	96	100	4	11	1	100
CC1OC(OC2C(CO)OC(OC3C(CO)OC(O)C(O)C3O)C(O)C2O)C(O)C(O)C1N[C@@H]1C=C(CO)[C@@H](O)C(O)[C@H]1O (stereo partly specified)	1	3	111	103	8	19	-2	96
O=C(Nc1nc2ccc(Cl)cc2s1)C1CCCO1 (stereo unspecified)	4	10	109	98	5	-3	-3	94
CCOC(=O)c1cn2nc(SCc3ccccc3)nc2nc1C	1	11	97	100	4	9	-5	104
CC(Sc1nccn1C)C(=O)Nc1ccc(C(N)=O)cc1 (stereo unspecified)	16	0	89	103	0	2	0	92
COc1ccc(S(N)(=O)=O)cc1C(=O)NCCCN1CCN(c2ccccc2OC)CC1	-1	5	98	101	0	25	0	103
COC(=O)c1ccc(N2CCN(C)CC2)c(NC(=O)c2cc3ccccc3o2)c1	-4	-19	87	93	-7	-19	2	91
Cc1ccc2oc(=O)c3cc(C(=O)Nc4cc(-c5cccc(F)c5)no4)sc3c2c1	3	0	99	98	7	15	4	101
O=C(CN(C(=O)CCC(=O)Nc1nccs1)c1cccc(F)c1)NCCc1ccccc1	-9	-1	95	100	4	1	2	99
CC(C)(C)C(=O)Nc1cccc(-c2ncon2)c1	10	-6	105	97	11	-19	1	95
CN(CCc1cn[nH]c1)Cc1nc(Cc2ccccc2)no1	-2	0	100	99	3	6	2	98
Oc1ccc(-c2cn3ccccc3n2)cc1	1	-2	98	96	-2	-8	7	98
C=CCN1C(=O)/C(=C\c2ccc(C)cc2)N=C1SCC(=O)NCCC	8	1	99	103	2	2	4	103
COc1ccc(/C(N)=N/OC(=O)Oc2ccccc2)cc1	2	0	91	96	15	6	1	94
CCC(C)c1ccccc1NC(=O)COC(=O)c1ccc2[nH]c3c(c2c1)CCCC3 (stereo unspecified)	3	1	97	99	5	-4	1	103
O=C(O)c1cn(-c2ccc(F)cc2)c2cc(Cl)c(F)cc2c1=O	3	-9	103	100	7	0	1	104
CN1CCN(c2ccc(NC(=O)N3CCc4ccccc43)cc2)CC1	-5	5	97	102	4	-6	-4	105
Cc1cc(C)c2nc(SCC(=O)NCCC3=CCCCC3)cc(C)c2c1	9	-4	96	103	7	4	5	94
Cc1ccc(C(=O)NCC(=O)OCC(=O)Nc2ccccc2C#N)s1	-2	-19	87	103	-4	-11	13	97
O=C(Nc1ccc(Cl)cc1)C1CC=CCC1C(=O)OCC(F)(F)C(F)F (stereo unspecified)	9	5	118[may fluoresce violet]	37*[may fluoresce violet]	-3	11	-6	266*[may fluoresce violet]
Fc1ccccc1N1CCN(c2nc(-c3cccs3)nc3ccccc23)CC1	3	-3	113	116	4	11	-6	106
Cc1ccccc1C(=O)NC(=S)Nc1sc2c(c1C#N)CCC(C)C2 (stereo unspecified)	-22	-10	91	101	-10	0	3	96
CC(C)(C)c1ccc(C(=O)O/N=C(\N)c2ccccc2)cc1	-10	-22	117	101	6	-1	10	106
COc1ccc(CC(=O)NCc2nnc(SCC(=O)Nc3ncc(C)s3)n2C)cc1	3	11	98	97	7	12	0	99
O=C1COc2ccccc2N1Cc1ccccc1Cl	-4	12	106	97	2	-1	2	101
COC(=O)C1=C(C)N(Cc2ccco2)C(=O)N[C@@H]1c1cccc(C(F)(F)F)c1	-8	-3	128	101	0	-16	1	92
O=c1[nH][nH]c(=O)c2cc([N+](=O)[O-])ccc12	7	.	103	97	7	14	1	102
COc1ccc(C(=O)NCCc2cc3ccc(C)c(C)c3[nH]c2=O)cc1OC	-3	-2	99	107	3	-18	-8	107
CNC(=S)NNC(=O)c1sccc1OCc1cccc(C(F)(F)F)c1	7	35*	90	95	1	1	11	91
Cc1nc(P(=O)(c2ccccc2)c2ccccc2)c(N2CCOCC2)o1	11	-12	93	100	-11	-1	0	98
COc1ccccc1C(O)P(=O)(OC(C)C)c1ccc(N(C)C)cc1 (stereo unspecified)	0	-6	100	99	-8	3	1	100
CCOC(=O)c1nn(-c2ccccc2C)c2nc(-c3ccc(Cl)cc3)c(C#N)c(=O)n12	4	-8	?	86[may fluoresce violet]	3	-2	9	77[may fluoresce violet]
CCOCCOC(=O)c1[nH]c2c(c1C)C(=O)CC(c1cccs1)C2 (stereo unspecified)	-3	-2	102	92	-1	13	25	100
C[C@@H]1CN(Cc2nc(Cc3ccccc3F)no2)C[C@H](C)O1	-1	-15	97	100	2	5	2	103
CC(NC(=S)NC1CCCCC1)C(c1cccs1)N1CCOCC1 (stereo unspecified)	0	1	110	95	3	-10	1	93
COc1ccc(CNC(=O)C(OC(=O)c2ccco2)c2ccc(OC)cc2)cc1 (stereo unspecified)	6	-2	99	102	5	-21	1	100
N#CC1(c2ccccc2)CCC(=O)N1c1ccccc1 (stereo unspecified)	5	-7	101	94	14	2	2	91
Cc1c(O)ccc2c(O)c(NC(=O)c3ccc4c(c3)CCC(C)(C)O4)c(=O)oc12	-7	12	92	102	8	8	0	99

The list goes on.
SMILES	proCasp7 act	EBNA-1 inh	LAP4-GFP MLPCN	RPL19A TOR yeast	proCasp3 act	ZTA DNA inh	AHR activator	MEP2-GFP yeast
COCCn1c(SCC(=O)Nc2ccc(NC(C)=O)cc2)nc2ccccc2c1=O	3	-8	93	97	-15	-5	0	96
O=C(C[n+]1cc(Br)cc2ccccc21)c1ccc(Cl)cc1	5	7	66[may fluoresce violet]	24*[may fluoresce violet]	0	17	73*	454*[may fluoresce violet]
COc1ccc(NC(=S)N(CCC(C)C)C(C)c2ccncc2)cc1 (stereo unspecified)	-19	4	104	98	-4	5	1	96
COc1ccc(Cc2nnc(SCC(=O)N3CCCC3)o2)cc1	-3	-13	95	106	3	-18	-3	95
CCCCn1c(N)c(N(CCC(C)C)C(=O)c2ccc3c(c2)OCCO3)c(=O)[nH]c1=O	-1	-2	136	80	16	2	-1	94
CC1CCCN(C(=O)COC(=O)COc2ccc(C#N)cc2)C1 (stereo unspecified)	8	.	96	94	4	.	0	99
COc1ccc(NC(=O)CN(C)C(=O)Cc2coc3cc(C)c(C)cc23)cc1	-2	6	115	100	2	-7	0	98
COc1ccc(C(=O)N2CCN(CCNC(=O)C(=O)Nc3ccc(Br)cc3)CC2)cc1	8	-3	81	110	2	-10	3	98
O=C(COc1ccc2c3c(c(=O)oc2c1)CCC3)NC(Cc1ccc(Cl)cc1)C(=O)O (stereo unspecified)	-2	0	103	101	4	-2	-1	102
CN(C)NC(=O)C12CCC(C)(C(=O)O1)C2(C)C (stereo unspecified)	7	7	98	100	2	-5	1	100
CCOc1ccc(OCCC(=O)OCC(=O)NC(C)c2ccccc2)cc1 (stereo unspecified)	6	8	106	99	4	5	0	104
COc1cc(C)c(NC(=O)C(=S)N2CCCC2)cc1C	14	7	103	109	5	26	6	105
CCCCCCc1cc2cc(/C(N)=N/NC(=O)c3ccncc3)c(=O)oc2cc1O	14	.	99	96	9	-14	2	100
O=C(Nc1cccn(Cc2c(Cl)cccc2Cl)c1=O)c1ccc(Cl)cc1	3	9	82	102	-5	-5	-1	105
